Screens deposited in PubChem BioAssay by several laboratories.
DSG3 Ab inh: inhibitors of pemphigus antibody binding to human desmoglein-3; P32926; DSG3-coupled beads, scFv-anti-DSG3-GFP binding, flow cytometry; hits give low values; binding (percent of control), % at 10 µM; 310,000 compounds, 0.48% hits; AID 588358;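 active = binding more than 3 SD below its plate's average and above zero; inconclusive = below that plate limit but binding exactly zero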;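 note: hits lower antibody fragment binding to DSG3; some compounds called inactive have numbers as strong as hits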
Keap1 Nrf2 FP: Keap1-Nrf2 (human) interaction inhibition; Keap1 Kelch-Nrf2 peptide fluorescence polarization, 1536-well; inhibition, % at 9.4 µM; 340,000 compounds, 0.15% hits; in the data active = inhibition above about 12%; inconclusive = no clear call, values can overlap the other calls; inactive = below about 7.3%;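 note: human Keap1 Kelch domain with fluorescein labeled Nrf2 9mer peptide probe; 0% = neutral control wells and 100% = peptide positive control; higher means more block of Keap1 binding to Nrf2 peptide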
Target sequence (Q14145 whole entry, looked up, the tested form may be a part): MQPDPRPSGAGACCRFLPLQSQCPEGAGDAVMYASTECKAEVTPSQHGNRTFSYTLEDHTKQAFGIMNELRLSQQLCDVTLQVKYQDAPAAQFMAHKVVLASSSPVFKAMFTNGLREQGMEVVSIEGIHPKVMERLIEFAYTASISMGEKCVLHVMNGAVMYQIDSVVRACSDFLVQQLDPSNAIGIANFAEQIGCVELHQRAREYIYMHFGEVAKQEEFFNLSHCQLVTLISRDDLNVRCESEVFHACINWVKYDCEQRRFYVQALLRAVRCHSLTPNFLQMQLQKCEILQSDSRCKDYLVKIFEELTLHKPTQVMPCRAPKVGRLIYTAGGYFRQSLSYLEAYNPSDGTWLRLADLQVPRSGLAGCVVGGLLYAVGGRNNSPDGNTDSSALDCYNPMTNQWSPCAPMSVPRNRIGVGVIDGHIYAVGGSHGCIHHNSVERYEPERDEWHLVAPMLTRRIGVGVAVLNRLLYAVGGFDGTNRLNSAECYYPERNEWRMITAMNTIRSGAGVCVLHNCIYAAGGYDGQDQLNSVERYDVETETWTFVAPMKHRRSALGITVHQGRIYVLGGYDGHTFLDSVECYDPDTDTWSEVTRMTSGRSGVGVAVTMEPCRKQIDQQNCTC
NSD2 inh: inhibitors of human histone methyltransferase NSD2. NSD2 peptide methylation, AlphaScreen, 120 min. AID 743445. inhibition, % at 12.5 µM. 310,000 compounds, 0.54% hits. O96028; in the data active = inhibition above about 50%
V-ATPase pHluor: regulators of yeast V-ATPase proton transport; S. cerevisiae, pHLuorin cytosolic pH fluorescence; response, % at 10 µM; 350,000 compounds, 0.37% hits; in the data active = response mostly above about 7.3%, no sharp cut-off; inactive = mostly below about 5.4%; note: actives read high; inactives centre near 0; some compounds called inactive have numbers as strong as hits
CAL PDZ FP-1: blocks peptide binding to human CAL PDZ domain. Q9HD26. purified CAL PDZ, TMR-peptide fluorescence polarization, 1 h. inhibition, % at 20 µM. 330,000 compounds, 0.02% hits. AID 504414;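 active = highest replicate inhibition of at least 40%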;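 note: plate controls were DMSO neutral control wells for no effect and unlabeled competitor peptide control wells for full effect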
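Material – purified CerCALP PDZ construct · Detection – FP readout, S and P plane fluorescence · Measure – percent inhibition from loss of millipolarization · Controls – unlabelled peptide for full inhibition, DMSO wells as neutral · Probe or stimulus – TMR-labelled reporter peptide T*-PRC34 bound in PDZ groove · Times – 1 h at RT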
C-LANA FP: inhibitors of KSHV LANA C-terminal domain DNA binding. MBP-C-LANA/FAM-LBS DNA binding, fluorescence polarization. inhibition, % at 9 µM. 340,000 compounds, 0.078% hits. AID 504423;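 active = highest replicate inhibition at or above 60% at 9 µM, even if other replicates fall short; inactive = all replicates below 60% inhibition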;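 note: 0% = neutral control wells and 100% = 4 µM acridine orange control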
Arrestin-AP2 inh: blocks beta-arrestin peptide binding to AP2 adaptin. inhibition, % at 10 µM. FITC-arrestin peptide / GST-AP2 beads, flow cytometry; AP2 beta2 appendage carries R879A mutation. 340,000 compounds, 0.31% hits. AID 504490;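 active = inhibition above a set limit, near 3 SD of compounds lacking own fluorescence, cut at about 54% in these data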;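 note: plate controls were DMSO wells for no effect and 5 µM unlabelled arrestin peptide for full effect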
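test system = AP2 appendage R879A on GSH beads | buffer or medium = PBS plus Tween 20 (0.05%) and BSA (0.1%) | incubation = 12 min plus 1 h, RT | detection = bead flow cytometry, FITC channel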
Cardiac RTF inh: cardiac RTF calcium desensitization | P19429+P45379 | IANBD-labeled cardiac RTF, Ca2+ fluorescence | inhibition, % at 7.15 µM | 340,000 compounds, 0.12% hits | AID 493244;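 active = inhibition above the mean inhibition of all tested compounds plus 3 SD, cut at about 17% in these data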;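 note: assay run at fixed EC70 calcium of 1.6 mM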
CAL PDZ FP-2: CAL PDZ (human) peptide binding inhibition. AID 602252. inhibition, % at 24.9 µM. 300,000 compounds, 0.92% hits. purified CAL PDZ, TMR-peptide fluorescence polarization, 1 h. Q9HD26;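 active = mean inhibition of at least 30% with at least half of replicates also reaching 30%; inconclusive = no clear call, values can overlap the other calls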;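 note: 0% = DMSO neutral control and 100% = excess unlabeled competitor peptide PRC23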
DAGLB inh: diacylglycerol lipase beta (human) inhibition. Q8NCG7. AID 504411. 340,000 compounds, 0.059% hits. HEK293T DAGLB membrane lysate, EnzChek fluorogenic substrate. inhibition, % at 5.17 µM; in the data active = inhibition above about 34%;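 note: 0% = enzyme with vehicle and 100% = wells lacking enzyme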
An asterisk follows results filed as active; u = inconclusive; x = no result given.

| nr | structure | DSG3 Ab inh | Keap1 Nrf2 FP | NSD2 inh | V-ATPase pHluor | CAL PDZ FP-1 |
| --- | --- | --- | --- | --- | --- | --- |
| 1 | C[C@@H](CO)NC(=O)c1ccc2c3n(nc2c1)-c1ccccc1CO3 | 94 | -2 | x | 1 | -2.3 |
| 2 | O=S(=O)(c1ccc(Br)cc1)N1CCOC12CCCCC2 | 96 | 0 | 0 | -1 | -0.5 |
| 3 | CN(CCc1ccccc1)C(=O)c1cccc(NC(=O)Cc2cccc(NC(=O)C3CCN(C(=O)C4CCCC4)CC3)c2)c1 | 98 | -4 | x | 1 | -0.9 |
| 4 | O=C(NCCN1C(=O)S/C(=C\c2cccnc2)C1=O)c1ccc(S(=O)(=O)N2CCCC2)cc1 | 89 | -2 | -4 | -6 | -0.7 |
| 5 | Cc1cccc(-c2nc(S(=O)(=O)c3ccc(F)cc3)c(NCCCN3CCOCC3)o2)c1 | 105 | -4 | 5 | 2 | -1.5 |
| 6 | CCc1ccccc1NC(=O)CN1CCC(NC(=O)COC)CC1 | 108 | 6 | -4 | -2 | -0.4 |
| 7 | C=CCn1c(CCc2ccccc2)nnc1SCC(N)=O | 99 | 1 | 1 | -3 | 0.1 |
| 8 | CC(C)(C)NC(=O)CSC(=Nc1cccc(F)c1)NC#N | x | -19 | -1 | 5 | -2.2 |

| nr | C-LANA FP | Arrestin-AP2 inh | Cardiac RTF inh | CAL PDZ FP-2 | DAGLB inh |
| --- | --- | --- | --- | --- | --- |
| 1 | -0.2 | 22 | 10 | -1 | -2 |
| 2 | 0.8 | -6 | x | 11 | x |
| 3 | 2.8 | 5 | -2 | -2 | 0 |
| 4 | -1.6 | 36 | 7 | 1 | 1 |
| 5 | 0.0 | -4 | 5 | -4 | -1 |
| 6 | -1.6 | 3 | -10 | 1 | 1 |
| 7 | 0.6 | 30 | -3 | 6 | -3 |
| 8 | -1.3 | 0 | -17 | -2 | -2 |

Part of the list above, with bars between the fields.
# | SMILES | DSG3 Ab inh | Keap1 Nrf2 FP | NSD2 inh | V-ATPase pHluor | CAL PDZ FP-1 | C-LANA FP | Arrestin-AP2 inh | Cardiac RTF inh | CAL PDZ FP-2 | DAGLB inh
4 | O=C(NCCN1C(=O)S/C(=C\c2cccnc2)C1=O)c1ccc(S(=O)(=O)N2CCCC2)cc1 | 89 | -2 | -4 | -6 | -0.7 | -1.6 | 36 | 7 | 1 | 1
5 | Cc1cccc(-c2nc(S(=O)(=O)c3ccc(F)cc3)c(NCCCN3CCOCC3)o2)c1 | 105 | -4 | 5 | 2 | -1.5 | 0.0 | -4 | 5 | -4 | -1
6 | CCc1ccccc1NC(=O)CN1CCC(NC(=O)COC)CC1 | 108 | 6 | -4 | -2 | -0.4 | -1.6 | 3 | -10 | 1 | 1

4 compounds already listed, sorted by their value in Arrestin-AP2 inh, smallest number first.
#	Compound	DSG3 Ab inh	Keap1 Nrf2 FP	NSD2 inh	V-ATPase pHluor	CAL PDZ FP-1	C-LANA FP	Arrestin-AP2 inh	CAL PDZ FP-2	DAGLB inh
5	Cc1cccc(-c2nc(S(=O)(=O)c3ccc(F)cc3)c(NCCCN3CCOCC3)o2)c1	105	-4	5	2	-1.5	0.0	-4	-4	-1
6	CCc1ccccc1NC(=O)CN1CCC(NC(=O)COC)CC1	108	6	-4	-2	-0.4	-1.6	3	1	1
3	CN(CCc1ccccc1)C(=O)c1cccc(NC(=O)Cc2cccc(NC(=O)C3CCN(C(=O)C4CCCC4)CC3)c2)c1	98	-4	x	1	-0.9	2.8	5	-2	0
4	O=C(NCCN1C(=O)S/C(=C\c2cccnc2)C1=O)c1ccc(S(=O)(=O)N2CCCC2)cc1	89	-2	-4	-6	-0.7	-1.6	36	1	1

New compounds follow:
| nr | structure | DSG3 Ab inh | Keap1 Nrf2 FP | NSD2 inh | V-ATPase pHluor | CAL PDZ FP-1 |
| --- | --- | --- | --- | --- | --- | --- |
| 9 | O=C(NNC(=O)c1ccc2ccccc2c1)c1ccc(Cl)cc1 | 107 | -5 | -2 | -2 | -1.4 |
| 10 | O=C(NN=Cc1c[nH]c2ccccc12)NN=Cc1c[nH]c2ccccc12 | 108 | x | 1 | -4 | x |
| 11 | O=C(N/N=C/c1ccc(OC(=O)c2cccs2)cc1)c1ccccn1 | 99 | -1 | -3 | 1 | 0.8 |
| 12 | O=C(CN1C(=O)COc2ccccc21)NCCCN1CCCCC1 | x | 1 | -4 | -1 | -0.4 |
| 13 | O=C(CN1CCN(S(=O)(=O)c2ccccc2)CC1)NCCc1ccccc1 | 108 | -4 | x | -5 | -2.7 |
| 14 | Cc1cccc(C(=O)NC(=S)NNC(=O)Cc2ccccc2)c1 | 105 | -1 | 0 | -2 | -0.8 |
| 15 | COc1ccc(Cc2nc(-c3cccnc3)no2)cc1OC | 103 | -1 | -1 | 1 | -1.6 |
| 16 | Cc1cc(=O)oc2cc(OCC(=O)Nc3ccc(F)cc3F)ccc12 | 99 | -5 | -3 | -1 | -1.7 |

| nr | C-LANA FP | Arrestin-AP2 inh | Cardiac RTF inh | CAL PDZ FP-2 | DAGLB inh |
| --- | --- | --- | --- | --- | --- |
| 9 | 1.4 | -4 | -1 | 0 | 0 |
| 10 | x | x | x | x | 6 |
| 11 | -2.3 | -3 | 2 | x | 2 |
| 12 | -3.1 | 0 | -6 | -1 | -1 |
| 13 | -0.3 | 5 | 8 | -1 | -2 |
| 14 | 0.1 | 42 | -1 | -3 | 0 |
| 15 | 0.7 | 0 | -9 | x | -5 |
| 16 | -0.3 | -4 | 6 | -4 | -1 |

Already shown: an excerpt of the list.
| nr | structure | DSG3 Ab inh | Keap1 Nrf2 FP | NSD2 inh | V-ATPase pHluor | CAL PDZ FP-1 |
| --- | --- | --- | --- | --- | --- | --- |
| 9 | O=C(NNC(=O)c1ccc2ccccc2c1)c1ccc(Cl)cc1 | 107 | -5 | -2 | -2 | -1.4 |
| 10 | O=C(NN=Cc1c[nH]c2ccccc12)NN=Cc1c[nH]c2ccccc12 | 108 | x | 1 | -4 | x |

| nr | C-LANA FP | Arrestin-AP2 inh | Cardiac RTF inh | CAL PDZ FP-2 | DAGLB inh |
| --- | --- | --- | --- | --- | --- |
| 9 | 1.4 | -4 | -1 | 0 | 0 |
| 10 | x | x | x | x | 6 |

New compounds follow:
| nr | structure | DSG3 Ab inh | Keap1 Nrf2 FP | NSD2 inh | V-ATPase pHluor | CAL PDZ FP-1 |
| --- | --- | --- | --- | --- | --- | --- |
| 17 | O=C1CCC(C(=O)N2CCSCC2)CN1CCc1ccccc1 (centres undefined) | 92 | 0 | -7 | 4 | 0.6 |
| 18 | O=S(=O)(Nc1cccc(-c2ccc(N3CCCCCC3)nn2)c1)c1ccc(F)cc1 | x | 1 | -2 | -1 | -1.7 |
| 19 | COc1ccc(CN(CCC(c2ccccc2)c2ccc(OC(C)C)cc2)C(=O)CCl)cc1OC (centres undefined) | 122 | 2 | -1 | 5 | -0.3 |
| 20 | COC(=O)c1cn(C(C)C(=O)NCc2ccco2)c2ccccc12 (centres undefined) | 103 | 3 | 3 | 2 | -1.7 |
| 21 | CC1(C)CC(=O)C2=C(C1)N(Cc1ccco1)C(=O)C2(NC(=O)c1cccnc1)C(F)(F)F (centres undefined) | 108 | -2 | 4 | 0 | -0.7 |
| 22 | O=C(NCC1CCCO1)C1CCN(S(=O)(=O)c2cc(Cl)ccc2Cl)CC1 (centres undefined) | x | 3 | 1 | 2 | -1.8 |
| 23 | O=C(Nc1ccccc1N1CCN(c2ccccc2)CC1)c1cccc(F)c1 | 124 | -2 | 23 | -7 | -2.4 |
| 24 | COc1cc(C(=O)Nc2ccc(C)cn2)c([N+](=O)[O-])cc1OC | 94 | 1 | -1 | -3 | 0.3 |

| nr | C-LANA FP | Arrestin-AP2 inh | Cardiac RTF inh | CAL PDZ FP-2 | DAGLB inh |
| --- | --- | --- | --- | --- | --- |
| 17 | 2.4 | 24 | 1 | -7 | 0 |
| 18 | -0.2 | 2 | -13 | -3 | 0 |
| 19 | -3.0 | -12 | -9 | -4 | 5 |
| 20 | 0.0 | -9 | -4 | u | 2 |
| 21 | -1.0 | -11 | -2 | x | 1 |
| 22 | 0.2 | -6 | 7 | -4 | 0 |
| 23 | 0.6 | 9 | 0 | 1 | -19 |
| 24 | 15 | 5 | 0 | -2 | -4 |

A portion of the library; rates above refer to the full screens.
